TRPV1 agonist: agonists of human vanilloid receptor 1 (TRPV1); Q8NER1; TRPV1-expressing cells, Fluo-8 calcium influx, agonist mode; activation, % at 8.33 µM; 320,000 compounds, 0.19% hits; AID 540275; in the data active means activation above about 80%; inconclusive means between about 30% and that limit; further: 0% is about no effect
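TRPV1-expressing cells were cultured overnight at 35.5C and loaded with Fluo-8 calcium dye for 40 to 90 min at room temperature. After a 10 s baseline, compound was added and calcium influx was read kinetically for 3 min (ex 480/em 520 nm).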
ELG1 DNA repair: blocks ELG1-dependent DNA repair in HEK293T cells. HEK293T ELG1-luciferase reporter, luminescence, 16 h; DNA damage induced by 5-fluorouridine. AID 504467. Potency, µM (doses to about 46.1 µM), for inactives: at the highest dose activity change, negative = inhibition, most hits filed as inhibitors. 330,000 compounds, 2.3% hits; further: potency means the concentration at half of the fitted maximal effect; on the % scale 0 is the no-effect control and ±100 the full control effect; nearly all actives have a fitted effect of over 55% in size
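Reporter activity after DNA damage by 5-fluorouridine is monitored. Compound-treated cells incubate 16 hr at 37 °C, then ONE-Glo is added for 30 min before luminescence reading.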
TCR act: T cell receptor activation; Potency, µM (top dose mostly 9.22 µM), for the others: at the top dose activation of IL-2 secretion, usual class: activators; primary human leukocytes, anti-CD3, IL-2 HTRF, 48 h; 330,000 tested, under 10 active; further: % of control where 0% means no effect
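HTRF read-out of IL-2 secretion: europium cryptate donor excited at 320nm, d2 acceptor emission at 665nm. Cells were primary human leukocytes incubated 48 hr with compounds and a-CD3 beads, supplying TCR signal only.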
B2AR arrestin: agonists driving beta-arrestin recruitment to human beta2-adrenergic receptor; P07550; Potency, µM (doses to about 46.1 µM), for the others: at the top dose activation, hits mostly activators; AID 492947; beta-arrestin recruitment to beta2AR, cell-based reporter; 330,000 compounds, 0.02% hits;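 further: potency means the concentration at half of the fitted maximal effect; 0% = DMSO controls and full agonism = EC100 isoproterenol or metaproterenol; nearly all actives have a fitted effect of over 65% in size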
Integrin act MD: activators of alpha7 integrin expression for muscular dystrophy; alpha7betagal myoblasts, beta-gal FDG fluorescence, 48 h; Potency, µM (series often up to 38.3 µM), for the others: at the highest dose activation, actives largely listed as activators; 350,000 compounds, 0.064% hits; AID 624291;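 further: potency means the concentration at half of the fitted maximal effect; 100% = response of the positive control SU9516; nearly all actives have a fitted effect of over 60% in size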
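Alpha7betagal+/- myoblasts (passage 13) were plated 16-24 hr, then exposed to compounds (1:260 dilution of DMSO stock) for 48 hours at 37C. After MPER lysis, β-galactosidase reporter activity was read as FDG fluorescence (ex 480/em 540) after 30 minutes.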
BRCA1 expr act: activators of BRCA1 expression; MCF7-BRCA1-FFLuc reporter, luminescence, 48 h; response scale: scaled: vehicle 0%, 10 µM genistein 100%; Potency, µM (doses to about 46.1 µM), inactives show at the top dose activation, usual class: activators; 380,000 compounds, 1.1% hits; AID 624202; further: potency means the concentration at half of the fitted maximal effect; nearly all actives have a fitted effect of over 80% in size; some results filed as inactive show a strong effect at the top dose
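Reporter cells (MCF7, BRCA1 promoter-firefly luciferase) received library compounds across a concentration series for 48 h. End-point luminescence was measured and concentration-effect curves derived after normalization.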
AT treatment: candidate therapy for ataxia-telangiectasia. […] A-T fibroblasts, KAP-1 phosphorylation AlphaLISA; neocarzinostatin DNA damage 30 min before lysis. Potency, µM (titrated, usually from 57.5 µM), for the others: at the top dose activation, usual class: activators. 320,000 compounds, 0.19% hits; further: potency means the concentration at half of the fitted maximal effect; % of control where 0% means no effect; nearly all actives have a fitted effect of over 45% in size
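ATM-like activity read as KAP-1 phosphorylation via AlphaLISA donor/acceptor antibody pairs after lysis and 6 hr at 25C. Cells were ATM-null patient fibroblasts ([…], hTERT), dosed 60 min, then exposed to the DSB inducer NCS for 30 min.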
p53 reactivator: mutant p53 re-activation in reporter cells | H1299 p53-A138V BP100-luciferase reporter, luminescence, 24 h | Potency, µM (titrated, usually from 92.2 µM), for inactives: at the highest dose activity change, positive = activation, hits mostly activators | 320,000 compounds, 0.063% hits | AID 504706; further: potency means the concentration at half of the fitted maximal effect; % of control where 0% means no effect; nearly all actives have a fitted effect of over 45% in size
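p53-null H1299 cells stably carrying temperature-sensitive p53-A138V and a BP100-luciferase reporter were pinned with compounds (4-point, 1:5 series) and held 24 hrs at 37 deg C. Luminescence was read 10 min after detection reagent.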
PTAP TSG101 blk: blocks PTAP/TSG101 interaction to inhibit HIV-1 budding; Q99816; 340,000 tested, under 10 active; Potency, µM (doses to about 115 µM), inactives show at the top dose activity change, negative = inhibition, most hits filed as inhibitors; Fluorescence polarization, FITC-PTAP peptide / Tsg101 binding; active means well fitted inhibition curve with a large enough effect in the main read-out, with a control signal flat, not every such curve was filed as active; inconclusive means small, poorly fitted or top-dose-only effect, or effect the other way, or a change in a side signal; inactive means no such curve, though single readings can be large or run the other way; further: potency means the concentration at half of the fitted maximal effect; % of control where 0% means no effect
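Steps: Tsg101 binding domain dispensed (10 uM final), compounds pinned in DMSO, FITC-labeled PTAP-motif peptide added (50 nM final); after 20 min binding at room temperature, polarization measured.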
MLL CXXC-DNA inh: MLL CXXC-DNA interaction inhibition. AID 2662. Potency, µM (doses to about 115 µM), for the others: at the top dose activity change, negative = inhibition, hits mostly inhibitors. Q03164. 290,000 compounds, 0.037% hits. MLL-CXXC / FITC-HOXA9 DNA fluorescence polarization; active means well fitted inhibition curve with a large enough effect in the polarisation, with a control signal flat, not every such curve was filed as active; inconclusive means small, poorly fitted or top-dose-only effect, or effect the other way, or a change in a side signal; inactive means no such curve, though single readings can be large or run the other way; the % refers to the polarisation; further: potency means the concentration at half of the fitted maximal effect
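Fluorescence polarization: 7 uM MLL-CXXC (stock) preincubated 5 min with compounds, then 50 nM fluorescein-HOX-A9 DNA (stock) added; 30 min ambient. Buffer 50 mM Tris-HCl pH 7.5, 50 mM NaCl, 1 mM DTT, 0.05% BSA.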
Active calls of the source: *; ? = inconclusive; . = not tested or not shown; & = joins results of further samples; [ ] = another dose, or the depositor's remark. Unless noted, the call rests on the fitted dose curve; in most records, active means well fitted curve in the direction sought with a large enough effect; inconclusive means small, poorly fitted or top-dose-only effect, or another doubt; inactive means no such curve, though single readings can be large; an effect the other way counts as inactive or inconclusive.

SMILES | TRPV1 agonist | ELG1 DNA repair | TCR act | B2AR arrestin | Integrin act MD | BRCA1 expr act | AT treatment | p53 reactivator | PTAP TSG101 blk | MLL CXXC-DNA inh
COC(=O)c1sc(N)c(C(=O)OC)c1CSc1nnc(-c2ccccc2Cl)n1C | -1 | ? | -3% | 0.4% | -3% | 5% | -18% | -1% | -2% | -2%
COc1ccc(OC)c(/C=N\NC(=O)c2ccc(-c3ccccc3)cc2)c1 | -1 | ? | 2% | 0.2% | 8% | -22% | 11% | -11% | -1% | -6%
CC(NCCOCCOc1ccccc1)c1ccccc1 (configuration not stated) | 4 | -1% | 7%[46.1 µM] | -0.6% | -14% | 73% | 8% | -1% | -3% | 9%
CCN(CC)S(=O)(=O)c1cccc(C(=O)Nc2cc(C)on2)c1 | 3 | -28% | -1% | 0.1% | -10% | 16% | 0% | -5% | 2% | 2%
O=[N+]([O-])c1ccc(-c2cn(-c3ccccc3)c(=S)[nH]2)cc1 | -5 | ? | -1%[46.1 µM] | 6.6% | 6% | -5% | -1% | ? | -3% | 3%
COc1cc2c(cc1OC)CN(C(=O)c1oc3ccccc3c1C)CC2 | 25 | ? | 6% | 0.2% | -21% | -23% | 6% | -6% | -2% | 19%
Cc1nc(CCNC(=O)CC2C(=O)NCCN2Cc2ccoc2)nc2c1CCCC2 (configuration not stated) | -2 | 6% | -2% | -0.7% | 1% | 2% | 1% | -3% | -5% | -2%
COc1ccc(-c2nn(-c3ccccc3)cc2C(=O)O)cc1N | 3 | -4% | 8% | 0.1% | -6% | 2% | 3% | . | 1% | -3%
CCOC(=O)c1c(-c2cccc([N+](=O)[O-])c2)cn2ccccc12 | 18 | -19% | 0% | -0.4% | -37% | 11% | 1% | 7% | -1% | 4%
Cn1c(C(F)(F)F)nc2c(=O)oc3ccccc3c21 | . | -2% | -1% | -1.1% | 12% | -19% | -3% | 5% | 1% | -11%
COc1ccc(-c2cc(=NC(CC(C)C)C(=O)O)c3cc(C)ccc3o2)cc1 (configuration not stated) | ? | ? | -3%[46.1 µM] | -0.4% | 7% | ? | -4% | ? | 0% | -3%
CCOC(=O)N1CCC(N(CCOC)C(=O)Nc2ccc(C)c(C)c2)CC1 | -2 | -3% | 4% | -1.1% | 9%[7.66 µM] | 0% | 0% | -12% | -7% | -3%
C=CCOc1cccc(CNn2nnnc2N)c1 | -3 | 13% | 2% | -0.1% | 11% | 0% | 5% | 2% | 4% | 24%
CCc1ccc2nc(N)sc2c1 | -2 | ? | -5% | -0.2% | -13% | ? | -8% | 1% | -4% | 13%
Cc1ccc(NC(=O)CCC(=O)NNC(=O)c2cccs2)c(C)c1 | -3 | 4% | 6% | -1.1% | 5% | -15% | 2% | 2% | -5% | 3%
CCCc1nc(SCC(=O)Nc2nccs2)c2ccccc2n1 | 1 | -11% | 1% | 0.0% | 1% | -25% | -5% | 0% | 0% | 19%
COc1ccccc1CCNC(=O)Cn1ccc2cc(S(=O)(=O)N3CCCC3)ccc21 | 8 | 0% | 3% | -0.7% | 16% | 4% | 9% | 0% | -8% | -8%
Cn1c(CN2CCOCC2)nc2cc(NC(=O)c3ccccc3Cl)ccc21 | 1 | 0% | -19% | 0.0% | 15% | 0% | -8% | -11% | -1% | 11%
N#Cc1c(-c2ccccc2)ccn(Cc2cccc(Cl)c2)c1=O | . | -1% | -4% | 4.0% | 10% | -11% | 12% | 4% | -1% | 0%
COc1ccc(CCNC(=O)c2ccc(CNS(=O)(=O)c3ccc(C(C)(C)C)cc3)cc2)cc1OC | 16 | 1% | 2%[46.1 µM] | -0.2% | -1% | -6% | -3% | 6% | -2% | 11%
COc1ccc(C(=O)NC(=S)Nc2ccc(N3CCCC3)cc2)cc1OC | 7 | 27% | -5%[46.1 µM] | -0.3% | 15% | -29% | 2% | -7% | -1% | 8%
COCCn1cnnc1SCC(=O)Nc1cccc(S(=O)(=O)N(C)c2ccccc2)c1 | -2 | 3% | -5% | -1.1% | -19% | -21% | 3% | 3% | 3% | 17%
Cc1cc2oc(C(=O)N3CCN(Cc4ccccc4)CC3)c(C)c2cc1C | . | . | -3% | . | -39%[inhibitor] | 98% | . | . | 2% | .
COc1ccc(C2=NN(CCC(=O)NCc3ccc4c(c3)OCO4)C(=O)CC2)cc1 | 0 | -7% | 2% | 0.1% | 19% | -11% | -5% | -1% | -2% | 12%
CC(O)[C@H]1CC[C@H]2[C@@H]3CC[C@H]4C[C@H](O)CC[C@]4(C)[C@H]3[C@H](O)C[C@]12C (some centres not stated) | 4 | 0% | -6% | -0.2% | 1% | -3% | 8% | -1% | -9% | .
O=C(CSc1nc2ncc(Cl)cc2[nH]1)c1c[nH]c2ccccc12 | -7 | -14% | -9% | 0.5% | 21% | -46% | 2% | -3% | -4% | 0%
COC(=O)C1=C(C)N(Cc2ccccc2)C(=NCCc2c[nH]c3ccccc23)N[C@H]1c1cccc(C(F)(F)F)c1 | 4 | ? | 3% | -0.2%&0.0% | -36% | -35% | -6%&-7% | -8% | . | ?
COc1ccc(NC(=O)c2cc(-c3cccs3)on2)cc1 | 2 | ? | -8% | 0.7% | 2% | 4.5µM* | -1% | ? | -1% | -1%
O=C(Nc1ccccc1Cl)c1ccc(-c2ccccn2)s1 | 29 | ? | 1% | 0.0% | 9% | 2% | -3% | 11% | 3% | 6%
Cc1ccc(S(=O)(=O)C2(C(=O)Nc3cccnc3)CC2)cc1 | 0 | 18% | 4% | -0.5% | 9% | 3% | 4% | 0% | -1% | -10%

Reformatted with values under each structure: 2 of the compounds above
Screens in order: TRPV1 agonist | ELG1 DNA repair | TCR act | B2AR arrestin | Integrin act MD | BRCA1 expr act | AT treatment | p53 reactivator | PTAP TSG101 blk | MLL CXXC-DNA inh
- COCCn1cnnc1SCC(=O)Nc1cccc(S(=O)(=O)N(C)c2ccccc2)c1
    -2 | 3% | -5% | -1.1% | -19% | -21% | 3% | 3% | 3% | 17%
- COc1ccc(C(=O)NC(=S)Nc2ccc(N3CCCC3)cc2)cc1OC
    7 | 27% | -5%[46.1 µM] | -0.3% | 15% | -29% | 2% | -7% | -1% | 8%

Further records follow:
SMILES | TRPV1 agonist | ELG1 DNA repair | TCR act | B2AR arrestin | Integrin act MD | BRCA1 expr act | AT treatment | p53 reactivator | PTAP TSG101 blk | MLL CXXC-DNA inh
Cc1c(Cl)cccc1NC(=S)N(C)CCC#N | 4 | 0% | -1% | -0.9% | 40% | -10% | 27% | -2% | -7% | ?
COc1ccc(Cl)cc1S(=O)(=O)N1CCN(C(=O)COc2ccccc2)CC1 | -18 | 4% | 6% | -0.2% | 21% | 0% | 5% | -7% | 0% | -1%
CC(NC(=O)c1cc2c(=O)n(C)c3ccccc3c2n1C)c1ccc2c(c1)OCCO2 (configuration not stated) | . | . | 3% | . | 8% | -3% | . | . | -9% | .
COc1ccc(NC2CCCN(C(=O)CSc3ccccc3)C2)cc1 (configuration not stated) | ? | -5% | -7% | 0.2% | 2% | -2% | -12% | 2% | -4% | 11%
CC(C(=O)N1CCc2ccccc21)N1CCN(Cc2ccc(Cl)cc2)CC1 (configuration not stated) | -1 | -8% | 2% | 0.0% | 10% | -18% | 3% | 7% | -5% | 20%
O=C1NC2NC(=O)N(C(Cc3ccccc3)C(=O)O)C2N1 (configuration not stated) | 0 | 5% | 1% | 0.1% | 9% | -15% | 5% | -1% | -5% | -1%
Cc1cccc(C(C)C)c1NC(=O)c1ccc(COc2ccc3c(C)cc(=O)oc3c2)cc1 | -7 | ? | -1%[46.1 µM] | -0.6% | -17% | -32% | . | 10% | -2% | 0%
CN(C)/C=C(\C(=O)c1ccccc1)c1nnnn1-c1ccccc1 | 0 | -3% | -3% | -0.3% | 18% | -6% | 5% | 0% | 1% | -26%
CCC(C)NCCOc1ccc(C(C)(C)c2ccccc2)cc1 (configuration not stated) | -10 | -10% | -3% | -0.2% | -75%[inhibitor] | -26% | -5% | -4% | -1% | 2%
COc1ccc(N2CCN(C(=O)COC(=O)CCc3ccccc3OC)CC2)cc1 | 3 | 4% | -1% | 0.2% | 41% | -5% | 3% | 3% | -1% | .
Cc1ccc(NS(=O)(=O)c2cccc(C(=O)NN3CCOCC3)c2)cc1 | 0 | -6% | . | 0.1% | . | . | -5% | 15% | . | 0%
COC(=O)/C=C1/S/C(=N/NC(=O)c2ccccc2C)NC1=O | -3 | 12% | -2% | -0.4% | 9% | -2% | 9% | 4% | -4% | 2%
COc1ccccc1CCc1nnc(CCC(=O)NCC2CCCO2)o1 (configuration not stated) | -2 | -3% | 2% | 0.5% | 4% | 5% | 4% | 3% | 0% | -3%
CCN(CC)c1ccc(NC(=O)c2ccc3c(c2)OCO3)c(C)c1 | 82* | -6% | 4% | -0.7% | 31% | 38% | -12% | . | -8% | -3%
COc1cccc(-n2c(SCC(=O)Nc3nc4ccccc4s3)nc3ccccc3c2=O)c1 | -2 | ? | 8% | 0.4% | 6% | -30% | 5% | -3% | -1% | -10%
COCCNC(=S)N1CCN(c2nc3ccccc3s2)CC1 | 22 | -3% | 14% | 0.5% | -19% | 30% | -3% | 5% | -10% | 10%

Bioassay records from PubChem.
